Tb PFK block: inhibitors of T. brucei phosphofructokinase; O15648; T. brucei PFK, ADP-Glo luminescence; Potency, µM (highest dose often 57.5 µM), for the others: at the top dose activity, negative = inhibition, usual class: inhibitors; 330,000 compounds, 0.17% hits; AID 485367;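 note: potency is the fitted concentration of half-maximal effect; 0% = uninhibited 1x PFK enzyme wells and -100% = no-enzyme wells; nearly all actives have a fitted effect of over 60% in size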
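In TEA buffer at pH 8.0 with 5 mM MgCl2, enzyme (1.25 nM) converted F6P (0.5 mM) and ATP (0.1 mM) for 45 min at room temperature. ADP product was read by luciferase luminescence.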
PTAP TSG101 blk: blocks PTAP/TSG101 interaction to inhibit HIV-1 budding; Q99816; Fluorescence polarization, FITC-PTAP peptide / Tsg101 binding; Potency, µM (top dose mostly 115 µM), for the others: top-dose activity change, negative = inhibition, usual class: inhibitors; 340,000 tested, under 10 active; AID 493005; active = well fitted inhibition curve with a large enough effect in the main read-out, with a control signal flat, not every such curve was filed as active; inconclusive = small, poorly fitted or top-dose-only effect, or effect the other way, or a change in a side signal; inactive = no such curve, though single readings can be large or run the other way; note: potency is the fitted concentration of half-maximal effect; % of control where 0% means no effect
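Fluorescence anisotropy tracks displacement of a FITC-tagged PTAP peptide (50 nM) from the Tsg101 binding domain (10 uM), following a 20 min room-temperature incubation at pH 7.5.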
USP2a inh: USP2a (human) protease inhibition | O75604 | Potency, µM (doses to about 38.3 µM), inactives show at the highest dose activity change, negative = inhibition, actives largely listed as inhibitors | AID 463254 | USP2 core, Ub-CHOP2 coupled fluorogenic reporter, 485/531 | 330,000 compounds, 0.01% hits;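 note: potency is the fitted concentration of half-maximal effect; plate controls were DMSO wells for no effect and full inhibition by NEM control for full effect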
Target sequence (O75604 whole entry, looked up): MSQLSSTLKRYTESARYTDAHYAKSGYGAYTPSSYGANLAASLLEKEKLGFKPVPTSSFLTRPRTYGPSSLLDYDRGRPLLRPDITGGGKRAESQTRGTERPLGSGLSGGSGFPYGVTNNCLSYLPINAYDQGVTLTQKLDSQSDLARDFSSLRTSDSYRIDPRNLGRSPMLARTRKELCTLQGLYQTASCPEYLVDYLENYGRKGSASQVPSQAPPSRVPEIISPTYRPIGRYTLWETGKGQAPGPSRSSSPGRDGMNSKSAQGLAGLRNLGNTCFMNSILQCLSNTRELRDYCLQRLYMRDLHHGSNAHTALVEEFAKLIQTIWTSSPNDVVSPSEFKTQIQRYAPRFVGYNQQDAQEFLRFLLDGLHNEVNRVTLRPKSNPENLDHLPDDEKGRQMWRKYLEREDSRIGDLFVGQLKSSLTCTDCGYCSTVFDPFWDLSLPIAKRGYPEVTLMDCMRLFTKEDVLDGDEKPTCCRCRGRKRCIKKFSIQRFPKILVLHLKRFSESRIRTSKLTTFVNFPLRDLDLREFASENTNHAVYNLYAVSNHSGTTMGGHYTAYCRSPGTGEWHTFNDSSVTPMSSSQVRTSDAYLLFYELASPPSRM
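Cell-free coupled assay: 10nM USP2 core preincubated 30min RT with compound in Tris-HCl pH 8.0/CaCl2/CHAPS buffer, then 25nM Ub-CHOP2 and 25nM reporter substrate; fluorescence (Ex 485/Em 531) read after 60min RT, normalized to NEM inhibition, concentration-response curves fitted.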
TSHR antag: antagonists of human thyroid stimulating hormone receptor; P16473; TSHR-expressing cells, TSH-stimulated cAMP HTRF, 2 h; active compounds read low; activity change, negative = inhibition, % at 11.5 µM; 330,000 compounds, 0.2% hits;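 active = activity change below a set negative limit, meaning inhibition stronger than a set level, cut at about -70% in these data; inconclusive = activity change between two set negative limits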; note: % is set by controls: 0 for no effect and ±100 for the full control effect
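Inhibition of cAMP made by TSHR-expressing cells under TSH stimulation (4nM final, EC80; 2 h, 37 deg C) is quantified with a one-step lysis HTRF kit, anti-cAMP cryptate versus cAMP-d2.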
B2AR arrestin: recruits beta-arrestin to the human beta2-adrenergic receptor. P07550. beta-arrestin recruitment to beta2AR, cell-based reporter. Potency, µM (highest dose often 46.1 µM), without a hit: top-dose activation, actives largely listed as activators. 330,000 compounds, 0.02% hits;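 note: potency is the fitted concentration of half-maximal effect; 0% = DMSO controls and full agonism = EC100 isoproterenol or metaproterenol; nearly all actives have a fitted effect of over 65% in size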
Target sequence (P07550 whole entry, looked up): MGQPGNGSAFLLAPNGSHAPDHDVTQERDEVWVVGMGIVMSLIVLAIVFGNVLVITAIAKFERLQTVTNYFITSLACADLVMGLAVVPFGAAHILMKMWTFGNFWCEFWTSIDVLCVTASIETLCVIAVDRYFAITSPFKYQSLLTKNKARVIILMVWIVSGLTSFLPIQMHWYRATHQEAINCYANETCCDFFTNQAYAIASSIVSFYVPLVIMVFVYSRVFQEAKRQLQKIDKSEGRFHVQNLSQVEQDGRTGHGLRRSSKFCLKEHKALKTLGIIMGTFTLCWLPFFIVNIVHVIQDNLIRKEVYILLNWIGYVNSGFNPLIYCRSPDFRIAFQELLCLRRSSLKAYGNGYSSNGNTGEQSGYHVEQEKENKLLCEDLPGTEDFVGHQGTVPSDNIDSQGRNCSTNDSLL
Chronic BCR inh: inhibitors of chronic active B-cell receptor signaling | AID 493014 | 340,000 compounds, 0.05% hits | ABC-DLBCL IkBa-CBG/CBR reporter, luminescence ratio, 4 h | Potency, µM (top dose mostly 46.1 µM), for inactives: top-dose ratio change, negative = lower green/red ratio, most hits filed as inhibitors; active = well fitted inhibition curve with a large enough effect in the signal ratio, with a control signal flat, not every such curve was filed as active; inconclusive = small, poorly fitted or top-dose-only effect, or effect the other way, or a change in a side signal; the % refers to the signal ratio;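 note: potency is the fitted concentration of half-maximal effect; plate controls were basal doxycycline-induced cells for no effect and cells given 10 µM MG132 for full effect; MG132 reads +100%, hits lower the ratio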
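TMD8 ABC-DLBCL cells carrying doxycycline-inducible green luciferase fused to IkappaBalpha plus unfused red luciferase were exposed to compounds (up to 46 uM) for 4 hrs at 37C. Activity came from the overlap-corrected green/red luminescence ratio.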
ELG1 DNA repair: ELG1-dependent DNA repair inhibition | HEK293T ELG1-luciferase reporter, luminescence, 16 h; DNA damage induced by 5-fluorouridine | Potency, µM (titrated, usually from 46.1 µM), without a hit: top-dose activity change, negative = inhibition, most hits filed as inhibitors | 330,000 compounds, 2.3% hits | AID 504467; note: potency is the fitted concentration of half-maximal effect; % is set by controls: 0 for no effect and ±100 for the full control effect; nearly all actives have a fitted effect of over 55% in size
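DMSO vehicle served as the neutral condition. Each well held 2,000 cells given 5-fluorouridine plus compound; after 16 hr at 37 °C/5% CO2, ONE-Glo was added and luciferase measured 30 min later.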
uPA generation: cell surface uPA generation inhibition. cell surface uPA generation assay, qHTS. Potency, µM (doses to about 38.3 µM), without a hit: top-dose activity change, negative = inhibition, actives largely listed as inhibitors. 330,000 compounds, 0.31% hits; active = well fitted inhibition curve with a large enough effect; inconclusive = small, poorly fitted or top-dose-only effect; inactive = no such curve, though single readings can be large or run the other way; tested in mouse RAW 264.7 cells; note: potency is the fitted concentration of half-maximal effect; % is set by controls: 0 for no effect and ±100 for the full control effect; nearly all actives have a fitted effect of over 55% in size
Eya2 inh: inhibitors of human Eya2 phosphatase activity; O00167; recombinant Eya2, OMFP fluorescence dephosphorylation (OMFP is methylfluorescein phosphate); Potency, µM (series often up to 76.9 µM), for the others: at the highest dose activity, negative = inhibition, hits mostly inhibitors; 330,000 compounds, 0.006% hits; note: potency is the fitted concentration of half-maximal effect; % is set by controls: 0 for no effect and ±100 for the full control effect
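Eya2 (0.2 uM) preincubated 10 min at ambient with compound, then OMFP substrate added at 50 uM; 10 min reaction in 50 mM HEPES pH 7.5, 50 mM NaCl, 5 uM MgCl2, 0.05% BSA, 1 mM DTT. Fluorescence read at Ex 485/Em 525 nm.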
Mito fusion act: inhibitors of mitochondrial division or activators of mitochondrial fusion. S. cerevisiae fusion-defective mutant growth rescue, CellTiterGlo 48 h. Potency, µM (titrated, usually from 46.1 µM), for inactives: at the top dose growth rescue (activation), hits mostly activators. 320,000 compounds, 0.23% hits. AID 485298;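 note: potency is the fitted concentration of half-maximal effect; % of control where 0% means no effect; nearly all actives have a fitted effect of over 45% in size; temperature-sensitive fusion mutants such as fzo1-1 at 37 °C on non-fermentable ethanol glycerol medium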
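Yeast fusion mutant, YPEG (non-fermentable carbon), compound, 48 h at 37C non-permissive; CellTiterGlo added, 10 min RT, luminescence read. Rescued growth = division inhibition.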
TCR act: activators of T cell receptors; primary human leukocytes, anti-CD3, IL-2 HTRF, 48 h; Potency, µM (series often up to 9.22 µM), inactives show at the top dose activation of IL-2 secretion, usual class: activators; 330,000 tested, under 10 active; note: % of control where 0% means no effect
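IL-2 produced over 48 hr by a-CD3 bead-stimulated primary human leukocytes exposed to compounds was detected with a homogeneous time-resolved FRET immunoassay, 665nm acceptor signal after 320nm excitation.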
Numbers without * were called inactive; ? = inconclusive; nt = not tested or not shown; [ ] = remark or other dose. Unless noted, calls come from the whole dose curve; as a rule, active = well fitted curve in the direction sought with a large enough effect; inconclusive = small, poorly fitted or top-dose-only effect, or another doubt; inactive = no such curve, though single readings can be large; an effect the other way counts as inactive or inconclusive.

SMILES	Tb PFK block	PTAP TSG101 blk	USP2a inh	TSHR antag	B2AR arrestin	Chronic BCR inh	ELG1 DNA repair	uPA generation	Eya2 inh	Mito fusion act	TCR act
COC(=O)CNc1c(-c2ccccc2)nc2ccc(Br)cn12	-1.4%	?	-2.3%	27.8	-0.1%	?	?	-9.4%	-35.8%	0.6%	12.0%
O=C(COc1ccc(S(=O)(=O)N2CCCC2)cc1Cl)N1CCN(c2ccccc2)CC1	-8.8%	-7.7%	-4.1%	11.7	-0.4%	-2.3%	?	0.0%	1.1%	22.1%	4.0%
COc1ccc(NC(=O)CN2C(=O)CSc3ccc(S(=O)(=O)N4CCC(C)CC4)cc32)cc1	3.4%	-6.6%	2.2%	0.7	0.4%	19.6%	-3.0%	-6.3%	0.3%	-5.7%	-12.1%
CC(=O)c1ccc(S(=O)(=O)N2CCN(S(=O)(=O)c3ccccc3C(F)(F)F)CC2)cc1	-5.4%	1.1%	0.4%	-0.6	-0.6%	1.0%	1.6%	0.0%	10.0%	4.5%	6.9%
CC1CCCCC1NC(=O)C1CCC(CNc2c(N3CCCCC3)c(=O)c2=O)CC1 (configuration not stated)	-4.8%	-9.6%	-0.1%	-3.4	-0.2%	3.6%	2.1%	-3.6%	-2.3%	1.5%	7.7%
Cc1ccc(Nc2nc(N)c([N+](=O)[O-])c(NCc3ccco3)n2)cc1	0.1%	-1.3%	0.9%	14.1	0.0%	-5.7%	-11.9%	-7.5%	-8.6%	-4.6%	8.5%[46.1 µM]
COc1ccccc1NC(=O)COc1ccc(C(=O)OCC(=O)N(C(C)C)C(C)C)cc1OC	3.4%	-10.1%	-1.2%	-3.3	-0.4%	?	-26.7%	0.0%	-12.3%	2.0%	-4.8%
CCCCCCCCCCCCN1C/C(=C\C(=O)OCC)c2cc(C(F)(F)F)ccc2S1(=O)=O	-1.3%	3.0%	1.2%	45.8	-1.0%	5.2%	24.9%	14.6%	1.0%	1.2%	-36.7%
CC(=O)N1c2ccc(S(=O)(=O)N3CCOCC3)cc2CC1C (configuration not stated)	2.9%	-4.6%	1.6%	-1.8	0.0%	5.1%	4.3%	4.2%	9.5%	6.1%	5.3%
CC(=O)N1CCN(C(=O)CCc2cc(C(C)(C)C)c(O)c(C(C)(C)C)c2)CC1	1.3%	-1.1%	-0.9%	6.0	-1.0%	0.9%	8.6%	-9.1%	17.2%	-0.9%	4.8%
COc1ccc(C(C)=O)cc1CSc1nnc(-c2ccncc2)o1	-10.7%	-0.5%	-0.6%	-3.9	0.1%	-4.3%	?	3.2%	6.7%	3.5%	3.1%
Cc1ccc(C)c(Cn2c(=O)n(CCCC(=O)NCc3ccco3)c(=O)c3sccc32)c1	1.6%	-0.4%	1.1%	-0.3	0.5%	?	?	-6.1%	10.1%	-0.5%	nt
COc1ccc(C2=NN(C(=O)CSc3nc4ccccc4s3)C(c3ccc(F)cc3)C2)cc1 (configuration not stated)	-0.4%	0.4%	2.8%	2.8	-0.2%	?	-3.6%	-5.7%	-5.3%	18.3%	2.1%[46.1 µM]
COc1ccc(/C=C2\SC(=S)N(CCCCCC(=O)Nc3cc(C)on3)C2=O)cc1OC	0.2%	nt	2.2%	-4.8	-0.8%	?	0.7%	-1.5%	4.9%	-4.2%	-0.1%
Cc1cc([N+](=O)[O-])ccc1NC(=O)CCC(=O)N1CCCCC1	-4.6%	-5.2%	2.0%	-2.8	5.1%	3.3%	-5.4%	0.8%	10.3%	-1.1%	-6.0%
CCCCCC(=O)Nc1cccc(C2=NOC3(C2)C[C@@H](C(N)=O)N(C(=O)CC(c2ccccc2)c2ccccc2)C3)c1 (some centres not stated)	3.0%	0.8%	-12.0%	17.4	?	3.0%	?	?	-2.6%	3.3%	3.4%
C#CCOc1ccccc1/C=N/NC(=O)c1ccccc1OCc1ccccc1	0.8%	-3.7%	0.4%	-7.7	0.0%	?	?	-19.8%	-1.6%	-1.5%	-6.6%
Cc1ccc(NC(=O)/C(Cl)=C/c2ccccc2)cc1C	-2.2%	0.5%	0.8%	-18.5	-1.1%	?	?	-1.3%	-5.1%	?	0.2%
O=C(O)COc1ccccc1/C=N/NC(=O)CSc1nnc(SCc2cccc3ccccc23)s1	-21.0%	-2.3%	?	25.6	-0.4%	?	0.7%	-2.7%	-2.6%	4.1%	-4.6%
CCOC(=O)C1CCN(CC(=O)Nc2cc(S(=O)(=O)N3CCOCC3)ccc2C)CC1	-0.4%	0.5%	-5.0%	-7.3	0.3%	0.1%	?	2.9%	-1.3%	6.9%	2.3%

Quoted at random: 2 entries already listed
SMILES	Tb PFK block	PTAP TSG101 blk	USP2a inh	TSHR antag	B2AR arrestin	Chronic BCR inh	ELG1 DNA repair	uPA generation	Eya2 inh	Mito fusion act	TCR act
COc1ccc(NC(=O)CN2C(=O)CSc3ccc(S(=O)(=O)N4CCC(C)CC4)cc32)cc1	3.4%	-6.6%	2.2%	0.7	0.4%	19.6%	-3.0%	-6.3%	0.3%	-5.7%	-12.1%
Cc1ccc(Nc2nc(N)c([N+](=O)[O-])c(NCc3ccco3)n2)cc1	0.1%	-1.3%	0.9%	14.1	0.0%	-5.7%	-11.9%	-7.5%	-8.6%	-4.6%	8.5%[46.1 µM]

3 of the entries above in order of their number in TSHR antag, ascending.
| Structure | TSHR antag |
| --- | --- |
| COc1ccc(/C=C2\SC(=S)N(CCCCCC(=O)Nc3cc(C)on3)C2=O)cc1OC | -4.8 |
| COc1ccccc1NC(=O)COc1ccc(C(=O)OCC(=O)N(C(C)C)C(C)C)cc1OC | -3.3 |
| Cc1ccc(Nc2nc(N)c([N+](=O)[O-])c(NCc3ccco3)n2)cc1 | 14.1 |

(cont.)
SMILES	Tb PFK block	PTAP TSG101 blk	USP2a inh	TSHR antag	B2AR arrestin	Chronic BCR inh	ELG1 DNA repair	uPA generation	Eya2 inh	Mito fusion act	TCR act
COc1ccccc1C(=O)NCCC(=O)Nc1ccc(S(=O)(=O)N2CCCC(C)C2)cc1 (configuration not stated)	3.0%	-2.6%	-1.0%	8.0	0.4%	-14.5%	?	-10.5%	-14.6%	0.7%	-3.8%
CCOC(=O)CS(=O)(=O)c1nc(-c2ccc(F)cc2)cc(C(F)(F)F)n1	?	-1.3%	1.8%	-38.6	-0.2%	?	?	-10.7%	-6.0%	-2.6%	-9.8%
COc1cc(CNCCN2CCOCC2)ccc1OCc1c(Cl)cccc1Cl	-2.2%	nt	0.7%	1.7	-0.3%	?	7.1%	nt	-2.0%	-7.5%	13.0%[46.1 µM]
COc1cccc(-c2c(NC(=O)c3ccco3)oc3ccccc3c2=O)c1	2.8%	-3.5%	-0.4%	26.6	-1.2%	10.1%	?	5.2%	-4.5%	7.2%	-2.7%
Cc1ccc(C(C[N+](=O)[O-])n2nc(C)cc2C)cc1 (configuration not stated)	2.6%	-4.0%	1.0%	5.8	-0.1%	-4.6%	?	5.5%	4.1%	-3.0%	-9.8%
CC(=O)Nc1ccc(NC(=O)CSc2ncnc3c2cnn3Cc2ccccc2)cc1	0.6%	-0.9%	5.8%	-4.2	-0.4%	2.6%	-11.0%	2.2%	?	-1.8%	-3.6%
O=C(NCCCNC(=O)c1cnccn1)c1cccc(F)c1	0.3%	0.8%	1.3%	-4.7	-0.4%	-11.8%	11.5%	-0.6%	-2.1%	-7.6%	0.7%
CN(C)c1ccc(CNCC2CCCO2)cc1 (configuration not stated)	-5.6%	-5.4%	-0.1%	-12.9	-3.4%	-0.3%	3.4%	-3.1%	-0.9%	4.4%	nt
O=C(O)C(Nc1nc(C(F)(F)F)nc2ccccc12)c1ccccc1 (configuration not stated)	0.5%	-7.8%	-0.6%	-6.6	5.1%	?	4.8%	34.2%[activator]	4.5%	1.3%	-5.1%
CCCn1c(C)nnc1SCC(=O)NC1CCCCC1	-7.3%	-6.4%	-0.8%	2.9	7.0%	0.6%	-4.9%	1.2%	7.2%	1.0%	0.5%
O=C(CCN1C(=O)c2ccccc2C1=O)NCCC1=CCCCC1	-0.1%	-10.5%	5.1%	-2.6	-0.9%	1.8%	?	nt	-12.6%	?	nt

Screening results: PubChem, National Center for Advancing Translational Sciences (NCATS)
